Assay outcomes from PubChem.
Vif-APOBEC3F blk – qHTS for Inhibitors of Vif-A3F Interactions: qHTS. hit rate 0.2% among 390,000. AID 602313, 2012. HeLa A3F-eYFP + Vif (tagged APOBEC3F with the HIV-1 protein that degrades it), YFP fluorescence increase. Potency, µM (doses to about 46.1 µM), for the others: at the top dose activity, negative = active; also: potency is read from the fitted curve at half-maximal effect; % of control where 0% means no effect; nearly all actives have a fitted effect of over 65% in size
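HeLa cells stably expressing Vif plus C-terminally eYFP-tagged A3F were seeded, incubated overnight at 37 deg C, dosed with compound, incubated overnight again at 37 deg C. Yellow fluorescence (Ex 488/Em 500-530) reported blocked Vif-mediated A3F-eYFP degradation.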
ERG Ets-DNA blk – qHTS for Small Molecule Inhibitors of the ERG Ets/DNA interaction; fluorescence polarization, His-ERG Ets domain / labelled DNA; hit rate 0.028% among 370,000; Potency, µM (highest dose often 76.9 µM), for the others: top-dose FP activity, negative = inhibition, most hits filed as inhibitors; active = well fitted inhibition curve with a large enough effect in the polarisation, with a control signal flat; inconclusive = small, poorly fitted or top-dose-only effect, or effect the other way, or a change in a side signal; inactive = no such curve, though single readings can be large or run the other way; the % refers to the polarisation;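 also: polarization taken with two DNA probes labelled with fluorescein and Texas red; potency is read from the fitted curve at half-maximal effect; % of control where 0% means no effect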
Target sequence (P11308 whole entry, looked up, the tested form may be a part): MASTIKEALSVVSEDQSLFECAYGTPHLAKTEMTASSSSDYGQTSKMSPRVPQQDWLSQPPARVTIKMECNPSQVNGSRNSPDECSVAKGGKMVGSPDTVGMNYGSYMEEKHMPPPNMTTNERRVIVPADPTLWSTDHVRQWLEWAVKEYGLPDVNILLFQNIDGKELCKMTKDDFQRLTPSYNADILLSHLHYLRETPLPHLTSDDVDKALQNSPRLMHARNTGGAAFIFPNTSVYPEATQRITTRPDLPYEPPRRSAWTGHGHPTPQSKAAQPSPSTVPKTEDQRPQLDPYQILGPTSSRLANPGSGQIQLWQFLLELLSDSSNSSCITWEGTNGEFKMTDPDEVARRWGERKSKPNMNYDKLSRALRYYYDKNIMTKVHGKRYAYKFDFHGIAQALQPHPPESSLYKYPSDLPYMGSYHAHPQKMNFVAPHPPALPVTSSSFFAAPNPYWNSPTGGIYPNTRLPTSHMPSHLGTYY
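His-tagged ERG Ets domain (1 uM in the protein solution; 300mM KCl, 50mM Tris-HCl, 1mM EDTA, 1mM DTT, pH 7.5) received compound, then a probe mix of 5 nM fluorescein-DNA and 100nM Texas-615-DNA. Fluorescence polarization was read for both dyes.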
GRP78 ERSR act – qHTS for Inducers of the Endoplasmic Reticulum Stress Response (ERSR) in Human Glioma: qHTS; U87-MG GRP78 promoter luciferase reporter, 16 h; Potency, µM, for the others: at the top dose activation, actives largely listed as activators; hit rate 0.02% among 420,000; AID 602332, 2012; also: potency is read from the fitted curve at half-maximal effect; series mostly up to about 76 µM; % of control where 0% means no effect; nearly all actives have a fitted effect of over 35% in size
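Stably transfected U87-MG human glioma cells carrying a GRP78-based luminescent sensor were seeded at 1000 cells/well, pin-dosed with compounds and incubated 16 h. Luciferase reagent was then added, and end-point luminescence was read after 10 min at room temperature.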
Vif-A3G inh – qHTS for Inhibitors of Vif-A3G Interactions: qHTS; DNA dC->dU-editing enzyme APOBEC-3G (Homo sapiens), Q9HC16; HeLa A3G-eYFP + Vif (tagged APOBEC3G with the HIV-1 protein that degrades it), YFP fluorescence, overnight; Potency, µM (series often up to 46.1 µM), without a hit: top-dose activity, negative = active, hits mostly inhibitors; hit rate 0.076% among 410,000; AID 602310, 2012;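 also: potency is read from the fitted curve at half-maximal effect; % is scaled to controls: 0 for no effect and ±100 for the full control effect; nearly all actives have a fitted effect of over 60% in size; hits raise eYFP signal because A3G escapes Vif-driven loss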
Target sequence (Q9HC16 whole entry, looked up): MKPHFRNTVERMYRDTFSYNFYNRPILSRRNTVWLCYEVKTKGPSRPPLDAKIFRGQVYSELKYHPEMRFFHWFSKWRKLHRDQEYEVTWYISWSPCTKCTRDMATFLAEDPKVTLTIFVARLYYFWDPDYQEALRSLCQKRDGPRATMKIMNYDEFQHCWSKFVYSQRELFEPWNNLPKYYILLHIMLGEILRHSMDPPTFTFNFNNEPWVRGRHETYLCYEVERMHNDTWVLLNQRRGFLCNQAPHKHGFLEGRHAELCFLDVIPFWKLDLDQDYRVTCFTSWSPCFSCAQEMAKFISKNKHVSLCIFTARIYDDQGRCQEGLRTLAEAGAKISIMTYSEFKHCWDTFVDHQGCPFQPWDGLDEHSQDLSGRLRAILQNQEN
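HeLa cells stably expressing Vif and C-terminally eYFP-tagged A3G, seeded overnight at 37 deg C, then exposed to compound by pintool overnight at 37 deg C. Rise in yellow fluorescence (Ex 488/Em 500-530, Acumen) marks blocked Vif-driven A3G degradation.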
D2 antagonist – HTS Assay for Allosteric Antagonists of the Human D2 Dopamine Receptor: Primary Screen for Antagonists. inhibition, % at 10 µM. AID 485344, 2010. hit rate 2% among 340,000. HEK293 TREx D2 cells, calcium flux, dopamine EC80; in the data active = inhibition above about 30%; also: 0% is about no effect
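Measurement of antagonist activity uses fluorescent calcium dye in inducible HEK293 T-REx D2 cells: 10 s baseline, compound addition with 180 s read, EC80 dopamine addition with a further 180 s read.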
D2 agonist – HTS Assay for Allosteric Agonists of the Human D2 Dopamine Receptor: Primary Screen for Agonists | hit rate 0.53% among 340,000 | D(2) dopamine receptor (Homo sapiens), P14416 | HEK293 T-REx D2 cells, calcium flux agonist mode | activation, % at 2 µM;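 active = activation over 3 SD above normal in the single-dose calcium agonist read, cut at about 30% in these data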; also: 0% is about no effect
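Agonism is scored from calcium flux in a force-coupled, inducible HEK293 cell line expressing D2, read kinetically for 180 s after compound addition against dopamine controls.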
12-LOX inh – Primary qHTS assay for inhibitors of human arachidonate 12S-lipoxygenase (ALOX12): Round 2; Polyunsaturated fatty acid lipoxygenase ALOX12 (Homo sapiens), P18054; purified 12hLO, xylenol orange hydroperoxide absorbance; Potency, µM (highest dose often 108 µM), without a hit: top-dose activity change, negative = inhibition, hits mostly inhibitors; hit rate 1.1% among 580,000; AID 1671190, 2021; also: potency is read from the fitted curve at half-maximal effect; % is scaled to controls: 0 for no effect and ±100 for the full control effect
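Hydroperoxide product was detected by ferrous iron/xylenol orange as the 573 to 405 nm absorbance ratio. Arachidonic acid at 40 uM (final) was turned over for 30 min at room temperature by 150 nM human 12hLO, pH 7.0 Hepes buffer, after 15 min compound preincubation.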
LDHA inh – qHTS assay for inhibitors of human lactate dehydrogenase | purified LDHA, NADH/diaphorase-resazurin fluorescence; active compounds read low | AID 1347041, 2019 | hit rate 0.15% among 480,000 | L-lactate dehydrogenase A chain (Homo sapiens), P00338 | activity change, % (values are at about 110 or 230 µM); in the data active = activity change below about -30%; inconclusive = mostly about -25% to -30%;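 also: plate controls were DMSO wells for no effect and wells without enzyme for full effect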
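Remaining NADH was detected by diaphorase (0.133 mg/mL) converting 37 µM resazurin to fluorescent resorufin, read at 0 and 20 minutes. The preceding 5-minute room-temperature reaction used 2 nM LDHA, 0.2 mM sodium pyruvate and 0.06 mM NADH at pH 7.4.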
RGS4 inhibitor – Inhibitors of Regulator of G Protein Signaling (RGS) 4: qHTS; Transcreener GDP fluorescence polarization, RGS4-accelerated GTP hydrolysis; Potency, µM (doses to about 114 µM), for the others: at the highest dose activity change, negative = inhibition, actives largely listed as inhibitors; hit rate 0.039% among 390,000; also: potency is read from the fitted curve at half-maximal effect; % is scaled to controls: 0 for no effect and ±100 for the full control effect; nearly all actives have a fitted effect of over 75% in size; some results filed as inactive show a strong effect at the top dose
Target sequence (P49798 whole entry, looked up): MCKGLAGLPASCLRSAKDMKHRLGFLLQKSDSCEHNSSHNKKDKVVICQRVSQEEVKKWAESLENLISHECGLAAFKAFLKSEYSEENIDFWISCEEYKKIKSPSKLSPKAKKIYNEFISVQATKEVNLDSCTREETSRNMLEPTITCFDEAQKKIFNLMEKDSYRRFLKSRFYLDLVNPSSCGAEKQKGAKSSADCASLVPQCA
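MLSMR compounds (23 nl, pin-transferred) preincubated 10 min at room temperature with a 500nM (2x) first reagent, then RGS4 at 900nM (2x) plus Transcreener GDP mix added; fluorescence polarization (620/688 nm) read before and after 90 min at 30 °C.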
The depositor's hits bear a star; ? = inconclusive; . = no result given; & = joins results of further samples; [ ] = remark or other dose. Unless noted, calls follow the shape of the dose curve; as a rule, active = well fitted curve in the direction sought with a large enough effect; inconclusive = small, poorly fitted or top-dose-only effect, or another doubt; inactive = no such curve, though single readings can be large; an effect the other way counts as inactive or inconclusive.

SMILES | Vif-APOBEC3F blk | ERG Ets-DNA blk | GRP78 ERSR act | Vif-A3G inh | D2 antagonist | D2 agonist | 12-LOX inh | LDHA inh | RGS4 inhibitor
COc1ccc(CCNc2ncnc3c2cnn3-c2ccc(F)cc2)cc1 | -2.5% | 0.1% | 2.7% | -4.2% | . | . | 6.0% | -5.3 | -2.5%
CCOc1cc(CNS(=O)(=O)c2cn(C)cn2)cc(OCC)c1OCC | -15.0% | 2.4% | -3.0% | 0.5% | 11.4 | -0.5 | -2.0% | 0.1 | -19.2%[56.9 µM]
CC(C)NC(=O)NCCCCCCS(C)=O (stereo not drawn) | -9.9% | -8.9% | -2.9% | -0.4% | 7.1 | 0.4 | 6.0% | -0.3 | 17.8%
COc1cccc(NC(=O)Cn2c(=O)c3cccn3c3ccc(F)cc32)c1 | 0.8% | -4.2% | -2.3% | 1.1% | . | 0.8 | -10.3% | -1.0 | -10.2%
CC(C)(C)NC(=O)Cn1cc(S(=O)(=O)Cc2ccccc2Cl)c2ccccc21 | -0.8% | -2.6% | 2.5% | 0.5% | . | 0.1 | -41.1% | -4.6 | -1.0%
Cc1ccc(-c2ccc(/C=C/C(=O)c3ccccc3)o2)cc1 | ? | 5.7% | 0.6% | ? | 3.7 | 8.7 | 3.55µM* | -4.1 | -10.9%
C=CCNc1nc2cc(-c3ccccc3OC)sc2c(=O)n1C | . | . | 1.7% | ? | . | . | -19.3% | -16.1 | .
CCc1ccc2nc(N(Cc3cccnc3)C(=O)c3cccs3)sc2c1 | 2.6% | -0.6% | -0.1% | 5.9% | . | -0.4 | -21.2% | -3.3 | 1.5%
O=C(Cn1c(=O)c2cccn2c2ccc(F)cc21)N1CCN(c2ccccc2F)CC1 | 1.2% | -0.5% | -3.9% | -0.1% | . | 0.1 | -6.0% | -18.9 | -5.6%
Clc1ccc2nnnc(-c3ccccc3)c2c1 | ? | -18.9% | -10.9% | ? | 0.7 | -0.7 | -18.0% | -0.7 | -1.1%
Cc1ccc(NC(=O)C2CCN(S(C)(=O)=O)CC2)cc1 | 2.4% | -10.6% | -2.6% | -0.2% | -2.0 | 0.7 | -26.4% | -2.5 | -6.7%
Cc1nnc(NC(=O)CSc2nnnn2Cc2ccccc2)s1 | 7.2% | 0.3% | -4.3% | -6.5% | -12.2 | 0.3 | 0.0% | 0.8 | 0.9%
CSc1ccc(CN(C)CC(=O)Nc2ccccc2C(=O)NC2CC2)cc1 | 2.5% | -3.9% | -2.1% | -1.3% | 6.7 | 0.1 | 28.9% | -1.2 | -14.2%
O=C(Nc1ccc(F)cc1)c1ccc2[nH]c(=O)c(=O)[nH]c2c1 | -4.5% | -2.0% | -4.2% | -2.3% | -25.8 | 1.2 | -15.4% | -1.1 | 15.7%
CCn1c(SCC(=O)NCC2CCCO2)nnc1-c1c[nH]c2ccccc12 (stereo not drawn) | . | -5.8% | -4.4% | 0.4% | . | . | -6.5% | -3.8 | -1.8%
COc1ccc(OC)c(NC(=O)C(NS(=O)(=O)c2ccc3c(c2)CCCC(=O)N3)C(C)C)c1 (stereo not drawn) | 1.9% | -0.3% | -0.6% | 4.1% | . | -0.1 | -18.0% | 2.9 | -10.1%
COc1cc(C(=O)Nc2cc(OC)c(OC)c(OC)c2)ccc1OCc1c(C)noc1C | 6.3% | 15.2% | -1.4% | 1.9% | . | . | 0.0% | -2.9 | -19.6%
CCOc1ccc(NC(=O)CSc2nnc(CNC(=O)c3c(F)cccc3Cl)o2)cc1 | 5.1% | 2.7% | -3.6% | -2.0% | . | 0.5 | 13.4%&-6.8% | -7.4&-6.4 | -13.8%
Cc1cccc(NC(=O)c2ccc3snnc3c2)c1 | -1.7% | -1.0% | 2.7% | 0.1% | . | -0.3 | 0.0% | -3.8 | 4.8%
CCN(CC)C(=O)C1CCN(S(=O)(=O)c2ccc3oc4ccccc4c3c2)CC1 | -5.1% | . | -0.6% | 1.2% | -5.4 | -0.6 | 3.1% | -10.0 | 17.1%
COCCn1c(SCC(=O)Nc2ccccc2OC)nc2c([nH]c3ccccc32)c1=O | 0.6% | 6.1% | -2.5% | -12.9% | -11.6 | -0.7 | 404.0%[activator] | -9.1 | 28.4%
COc1ccc(OCc2cc(C(=O)N3CCC(c4ccccc4)CC3)no2)c(Cl)c1 | 0.1% | 6.8% | 0.6% | 1.9% | 22.0 | -0.5 | 0.7% | 0.0 | 16.0%
O=c1ccc(-c2nc3ccccc3n2Cc2ccc(Cl)cc2)c[nH]1 | 17.8% | -15.6% | -2.6% | -9.2% | -8.8 | -0.5 | 2.9% | -0.5 | -17.8%
CC(NC(=O)/C=C/c1ccco1)c1nc2ccccc2n1Cc1c(Cl)cccc1Cl (stereo not drawn) | 1.1% | -1.9% | -2.9% | -6.4% | 8.5 | -0.7 | ? | -0.5 | ?
COC(=O)c1nn(-c2ccccc2)ccc1=O | -1.2% | 0.1% | -2.1% | -6.1% | -4.6 | -0.4 | 101.2%[activator] | -5.6 | 3.6%
CC(=O)Nc1ccc(CN(C)c2c(C)nc3ccc(C(=O)N4CCN(C(C)=O)CC4)cn23)cc1 | . | . | 0.4% | -1.1% | . | . | -48.5% | -0.1 | .
COc1ccc([N+](=O)[O-])cc1N1C(=O)c2cccc3cccc(c23)C1=O | 2.8% | -3.5% | -2.2% | 3.7% | -3.4 | 6.7 | 7.5% | -2.9 | 4.2%
COC(=O)c1ccc(OCC(O)CNC2CCCC2)cc1 (stereo not drawn) | 6.6% | 6.2% | -2.6% | -0.1% | -0.6 | 0.3 | ? | -2.3 | 5.3%
CCCCc1cc(=O)oc2cc(OCc3cc(OC)c(OC)c(OC)c3)c(Cl)cc12 | 5.4% | -4.6% | -3.5% | 3.6% | -4.9 | 1.4 | -17.2% | -5.3 | 18.7%
CN(Cc1ccccc1)S(=O)(=O)c1ccc(NC(=O)C2CCCO2)cc1 (stereo not drawn) | -8.5% | 1.3% | -1.4% | 1.3% | 5.4 | -0.3 | -1.5% | 2.3 | -31.6%
Cc1ccc(CN(C)C(=O)c2cccc(S(=O)(=O)N3CCN(Cc4ccccc4)CC3)c2)o1 | -2.0% | -11.2% | -8.0% | 1.7% | 13.2 | -0.2 | 18.3% | -3.6 | 0.7%
Cc1cc(C)n(-c2ccccc2C#N)n1 | 0.0% | -1.6% | -1.3% | 2.2% | 0.8 | -0.3 | 0.0% | -1.7 | 3.9%
COc1ccccc1N1CCN(C(=O)c2c(-c3c(F)cccc3Cl)noc2C)CC1 | -0.3% | 0.7% | -1.1% | -29.9% | -9.0 | 0.2 | ? | 0.6 | -9.0%
CCC(=O)N1CCc2cc(CNC(=O)c3ccc(OC)cc3)ccc21 | 1.5% | 0.9% | 2.5% | 6.5% | . | -0.2 | -19.6% | -10.9 | 8.6%
COc1ccc(C(=O)OCC(=O)NC2CCCCCCC2)cc1OC | 0.5% | . | -2.8% | -0.5% | . | . | ? | -5.3 | -34.2%
CC[C@]12c3[nH]c4ccccc4c3CCN1C(=O)C(CC(=O)NCCCOC)C[C@@H]2C(=O)N1CCN(C(=O)C2CC2)CC1 (stereo partly drawn) | 0.3% | -3.8% | -4.0% | -0.6% | . | . | 8.8% | 3.9 | -14.6%
CCCn1nc(NC(=O)C(C)(C)C)c2cc3cc(OC)ccc3nc21 | -1.3% | -5.3% | 0.7% | -8.6% | -10.3 | -0.1 | -6.7% | -0.2 | 37.4%
CN(C)C(=O)c1ccc(-c2nnc(OCc3nc4ccccc4n3C)c3ccccc23)cc1 | -0.7% | -3.4% | -2.3% | -1.1% | . | . | 8.5% | -2.2 | 23.1%[11.4 µM]
Cc1cccc(N2CCN(C(=O)CCCn3ncn4c(cc5occc54)c3=O)CC2)c1C | 15.1% | -1.5% | -1.6% | 6.5% | . | 0.2 | -16.6% | 3.2 | -25.9%
COCCCN(C(=O)c1ccccc1F)c1nc(-c2ccc(OC)cc2)cs1 | -1.1% | 7.8% | 1.8% | -2.6% | -3.5 | -0.1 | -4.0% | -4.9 | 0.6%
CNC(=O)c1cc2c(=O)n3cc(C)ccc3nc2n(C(C)C)c1=N | 2.6% | 10.2% | -5.1% | 2.8% | 3.4 | 0.3 | 29.9% | 2.1 | -23.6%
CN(CCC1CCOCC1)C(=O)c1cc(COc2c(F)cccc2F)on1 | 0.4% | -5.8% | 1.3% | 1.2% | 30.5* | 0.7 | 15.2% | -1.0 | 6.1%
Cc1nc(C)c(C(=O)OCC(=O)Nc2ccccc2)s1 | -1.7% | 0.5% | -0.2% | -0.2% | -3.2 | 0.0 | -8.7% | 0.2 | 10.4%
CCN(CC)S(=O)(=O)c1ccc(C)c(NC(=O)COC(=O)C=C(C)C)c1 | -0.4% | -12.9% | -0.6% | 0.7% | 10.4 | -1.2 | 0.0% | -2.3 | 2.7%

The list is partial, so the mix of outcomes need not match the whole.
